# AMPAR-TARP mod: modulates AMPAR-stargazin complexes; O88602+P19491; calls only at 30 µM; HEK293 GluA2+stargazin, membrane potential dye (FDSS), glutamate EC50; hits were called plate by plate, in both directions; hit rate 3.5% among 40,000; AID 1259245;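 active = any of four per-well response measures lying three or more SD from its plate-wide compound average, in either direction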
# Target sequence (O88602 whole entry, looked up): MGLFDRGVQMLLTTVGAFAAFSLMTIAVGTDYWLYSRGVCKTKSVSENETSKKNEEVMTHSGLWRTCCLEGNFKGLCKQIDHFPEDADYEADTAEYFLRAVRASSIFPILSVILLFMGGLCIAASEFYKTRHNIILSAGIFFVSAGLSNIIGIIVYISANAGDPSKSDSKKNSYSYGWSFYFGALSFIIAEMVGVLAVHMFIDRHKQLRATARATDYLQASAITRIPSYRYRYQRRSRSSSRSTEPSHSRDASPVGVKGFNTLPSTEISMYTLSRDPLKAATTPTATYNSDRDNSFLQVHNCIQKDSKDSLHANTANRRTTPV
# Target sequence (P19491 whole entry, looked up): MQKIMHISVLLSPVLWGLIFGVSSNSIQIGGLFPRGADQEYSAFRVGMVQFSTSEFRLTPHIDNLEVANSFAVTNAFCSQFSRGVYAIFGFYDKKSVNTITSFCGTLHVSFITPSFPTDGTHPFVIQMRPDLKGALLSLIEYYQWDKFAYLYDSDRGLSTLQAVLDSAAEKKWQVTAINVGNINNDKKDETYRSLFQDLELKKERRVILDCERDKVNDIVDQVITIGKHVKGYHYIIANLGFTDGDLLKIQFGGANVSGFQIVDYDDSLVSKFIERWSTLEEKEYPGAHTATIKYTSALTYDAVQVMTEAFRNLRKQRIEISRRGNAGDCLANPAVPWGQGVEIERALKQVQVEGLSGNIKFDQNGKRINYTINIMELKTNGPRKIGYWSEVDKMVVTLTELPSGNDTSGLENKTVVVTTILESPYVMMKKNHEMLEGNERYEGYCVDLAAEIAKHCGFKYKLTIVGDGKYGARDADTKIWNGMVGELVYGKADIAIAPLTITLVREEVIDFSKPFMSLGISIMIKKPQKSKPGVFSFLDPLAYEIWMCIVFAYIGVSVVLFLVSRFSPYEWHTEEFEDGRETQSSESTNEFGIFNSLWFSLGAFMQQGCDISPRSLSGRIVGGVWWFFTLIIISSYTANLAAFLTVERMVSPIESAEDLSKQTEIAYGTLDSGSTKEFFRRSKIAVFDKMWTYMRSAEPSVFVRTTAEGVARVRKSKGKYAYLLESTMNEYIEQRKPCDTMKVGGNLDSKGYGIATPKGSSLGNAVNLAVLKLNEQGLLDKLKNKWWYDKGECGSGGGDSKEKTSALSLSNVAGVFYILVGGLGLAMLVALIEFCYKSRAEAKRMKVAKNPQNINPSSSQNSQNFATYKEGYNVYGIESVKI
# AMPAR-TARP mod agonism max-min: recorded beside AMPAR-TARP mod, whose call it bears; compound max-min signal; compound-alone response (agonism);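 unitless range of fluorescence divided by baseline over first 100 seconds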
# AMPAR-TARP mod glutamate slope: second read-out of AMPAR-TARP mod, no call of its own (marks repeat the call); glutamate slope, % of max; measured here: glutamate response slope, % max;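 scaled per plate between vehicle wells and maximal 1 mM glutamate control wells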
# * = called active by the depositor; i = inactive; + = active, no number. The list is partial, so the mix of outcomes need not match the whole.
SMILES,AMPAR-TARP mod,AMPAR-TARP mod agonism max-min,AMPAR-TARP mod glutamate slope
CC1(C)N=C(SCC(=O)Nc2ccccc2)C(c2ccc(Cl)cc2)=N1,i,0.12,49
COc1ccc(OC)c(NC(=O)Cn2nc(-c3ccco3)c3sc(N4CCOCC4)nc3c2=O)c1,i,0.094,53
COc1ccc(N2CCCS2(=O)=O)cc1NC(=O)C(=O)NCc1ccc2c(c1)OCO2,i,0.083,62
Cc1cc(=O)[nH]c(-n2nc(-c3ccco3)cc2NC(=O)c2ccc([N+](=O)[O-])o2)n1,i,0.12,59
CC(=O)Nc1ccc(S(=O)(=O)NCC2(c3cccs3)CCOCC2)c(C)c1,i,0.14,50
O=C(Nc1nnc(-c2ccc(Cl)s2)o1)c1ccc(Cl)cc1,i,0.12,35
O=C(Cn1cnc2c(sc3ncccc32)c1=O)Nc1ccc(Br)cc1,i,0.14,67
COc1cc(NC(=O)CSc2nccn3nc(-c4ccccc4)cc23)cc(OC)c1,i,0.14,46
O=C(NCC1CCN(c2ncccn2)CC1)c1c(F)cccc1F,i,0.081,62
COC(=O)Cn1c(=O)c2c(nc3n2CCCN3C2CCCCC2)n(C)c1=O,i,0.074,33
COc1ccc(/C=C/C(=O)c2ccccc2)c(OC)c1,i,0.11,40
O=C(NCCN1CCc2ccccc2C1)C1CC(=O)N(C2CCCC2)C1 (configuration not stated),i,0.046,55
COc1cc(NC(C)=O)c2ncccc2c1,i,0.12,60
CCCc1cc(N2CCOCC2)n2nc(C)c(-c3ccccc3)c2n1,i,0.11,64
Cc1cccc(S(=O)(=O)Nc2ccc3c(c2)N(S(=O)(=O)c2ccccc2)CCC3)c1,i,0.071,76
COc1ccc(S(=O)(=O)N2CCCCC2CC(=O)NC2CCCCCC2)cc1 (configuration not stated),+,0.052*,49*
COCC(=O)NCCOc1ccc2nnc(-c3ccc(OC)cc3)n2n1,i,0.12,62
Cn1c(=O)[nH]c(=O)c2c1ncn2CC(=O)NCCO,i,0.094,37
COc1ccc(C2(CNC(=O)c3ccc(OC)c(OC)c3)CCCC2)cc1,i,0.042,57
O=C(Cn1cccn1)NCC(F)(F)F,i,0.091,55

# Given as labelled records: entries from further up
COc1ccc(/C=C/C(=O)c2ccccc2)c(OC)c1
  AMPAR-TARP mod: i	AMPAR-TARP mod agonism max-min: 0.11	AMPAR-TARP mod glutamate slope: 40

CC1(C)N=C(SCC(=O)Nc2ccccc2)C(c2ccc(Cl)cc2)=N1
  AMPAR-TARP mod: i	AMPAR-TARP mod agonism max-min: 0.12	AMPAR-TARP mod glutamate slope: 49

CC(=O)Nc1ccc(S(=O)(=O)NCC2(c3cccs3)CCOCC2)c(C)c1
  AMPAR-TARP mod: i	AMPAR-TARP mod agonism max-min: 0.14	AMPAR-TARP mod glutamate slope: 50

# Remaining list, next part:
SMILES,AMPAR-TARP mod,AMPAR-TARP mod agonism max-min,AMPAR-TARP mod glutamate slope
Cc1ccc(NC(=O)c2ccc(C3Nc4ccccc4S(=O)(=O)N3)cc2)cc1Cl (configuration not stated),i,0.042,54
CN1CCC(CNC(=O)C(=O)NCc2cccs2)CC1,i,0.1,61
N#CCCOCc1nc2ccccc2n1CCC#N,i,0.1,56
CCOc1cc(C(=O)Nn2cnc3c(cnn3C(C)(C)C)c2=O)cc(OCC)c1OCC,i,0.033,39
Cc1cccc(NC(=O)Cn2nnc(-c3ccccc3)n2)c1,i,0.12,65
O=C(CSc1ccc(-c2ccc(F)cc2)nn1)Nc1ccc(F)c([N+](=O)[O-])c1,i,0.042,59
O=C(Nc1nc(-c2ccc(Oc3ccccc3)cc2)cs1)c1ccno1,i,0.098,57
Cc1nc(NC(=O)c2cc(C3CC3)on2)sc1C(=O)N(C)C,i,0.12,55
Cn1cccc(C(=O)NCCC(O)c2cccs2)c1=O (configuration not stated),i,0.11,62
CCCc1cc(NCC2CCCO2)n2c(nc3ccccc32)c1C#N (configuration not stated),+,0.13*,69*
Cc1cccc(CC(=O)NCC2CCN(C3CCCC3)CC2)c1,i,0.038,38
CCCN1CCCc2cc(CCNC(=O)C(=O)Nc3ccc(NC(C)=O)cc3)ccc21,i,0.071,17
COCCCNC(=O)C(=O)Nc1ccc([N+](=O)[O-])cc1,+,0.13*,92*
Cc1c(Cl)cccc1NC(=O)C(=O)NCCN1CCC(c2cccs2)CC1,i,0.086,59
COc1ccc(OC)c(S(=O)(=O)N2CCN(Cc3nnnn3-c3ccccc3)CC2)c1,i,0.087,50
Cc1ccc(S(=O)(=O)N2CCN(c3cccc(Cl)c3)CC2)cc1,i,0.11,70
COCCNc1oc(-c2cccs2)nc1S(=O)(=O)c1ccc(Cl)cc1,i,0.11,55
CC(C)c1nnc(C2CCN(C(=O)c3nc4ccccc4s3)CC2)o1,i,0.11,60
COc1ccc(Nc2nc(NCCCO)nc(C)c2[N+](=O)[O-])cc1,i,0.19,55
NC(=O)c1c(NC(=O)CCCS(=O)(=O)c2ccc(F)cc2)sc2c1CCC2,i,0.15,57
COc1ccccc1CCNC(=O)c1csc(NS(=O)(=O)c2cccs2)n1,i,0.069,46
O=S(=O)(Cc1nc(-c2ccc3c(c2)OCO3)no1)c1ccccc1,i,0.097,49
O=C(NCC1CCCO1)C(=O)Nc1cccc(N2CCCC2=O)c1 (configuration not stated),i,0.045,50
CC1CCCC(C)N1CC(O)COCC1COc2ccccc2O1 (configuration not stated),i,0.035,37
CSc1ccccc1C(=O)Nc1nn(C)c2c1C(c1ccco1)CC(=O)N2 (configuration not stated),i,0.081,61
COc1ccc(/C(O)=C2\C(=O)C(=O)N(CCCN(C)C)C2c2ccccn2)cc1 (configuration not stated),i,0.11,48
O=S(=O)(c1ccc(-c2ccc(Cl)cc2)cc1)N1CCN(c2ccccc2)CC1,i,0.067,56
Cn1ccnc1N1CCN(C(=O)Cc2cccs2)CC1,i,0.074,70
O=C(COc1ccc2c(c1)C(=O)CC2)Nc1ncn[nH]1,i,0.19,75
O=c1ccc(-c2ccccc2)nn1CCNS(=O)(=O)c1ccc(OC(F)(F)F)cc1,i,0.069,21
Cc1ccccc1NC(=O)NC1CCCC(O)C1 (configuration not stated),i,0.095,43
COc1ccccc1C(=O)Nn1cnc2c(cnn2-c2ccccc2)c1=O,i,0.042,40
O=S(=O)(Nc1cccnc1)N1CCCCC1,i,0.095,74
O=C(CCc1ccccc1)NCCn1ncc2c(N3CCN(Cc4ccccc4)CC3)ncnc21,i,0.058,45
COc1cc(-c2ccc(=O)n(CC(N)=O)n2)cc(OC)c1OC,i,0.11,57
CCOc1ccccc1NC(=O)c1cc(S(=O)(=O)N2CCN(c3ccccc3F)CC2)ccc1F,i,0.12,70
CC(=O)c1ccc(N2CCN(C(=O)Cc3c(C)[nH]c(=O)[nH]c3=O)CC2)cc1,i,0.11,77
Cc1cc(C)cc(OCC(=O)NCCOc2ccc(F)cc2)c1,i,0.11,64
O=C(Nc1nccs1)C1CCN(c2ccc(-c3ccc(F)cc3)nn2)CC1,i,0.15,82
CSc1ccccc1CN1CCC(CNC(=O)c2ccc(Cl)cc2)CC1,i,0.061,40
O=C(NCCn1nc(-c2cccnc2)ccc1=O)c1ccc(C(F)(F)F)cc1,i,0.1,55
CC1CCN(c2ccc(N3CCN(C(=O)/C=C/c4ccccc4)CC3)nn2)CC1,i,0.093,51
CCc1nnsc1C(=O)Nc1ccc(S(=O)(=O)N(C)Cc2ccccc2)cc1,i,0.17,49
Cc1ccc(-c2noc(Cn3nc(-c4ccc5c(c4)OCO5)ccc3=O)n2)cc1C,i,0.091,48
CCOc1ccccc1NC(=O)Nc1nnc(-c2cccc(S(=O)(=O)C(C)C)c2)o1,i,0.19,67
COc1ccccc1NC(=O)CSc1nccn2nc(-c3ccccc3)cc12,i,0.14,55
COc1cccc(NC(=O)N2CCN(c3cc(OC(C)C)nc(C)n3)CC2)c1,i,0.059,50
CC(=O)CN1N=C(c2ccccc2)Cn2c1nc1c2c(=O)n(C)c(=O)n1C,i,0.075,29
CC(=O)c1sc(NC(=O)CCCS(=O)(=O)c2ccc(Cl)cc2)nc1C,i,0.11,60
COc1ccccc1NC(=O)N1c2ccccc2CC1C(N)=O (configuration not stated),i,0.042,62
CC1CN(C(=O)Cn2cnc3c2c(=O)n(C)c(=O)n3C)CC(C)O1 (configuration not stated),i,0.059,55
O=C(NCC1CCN(C(=O)Nc2ccc(F)cc2)CC1)C1c2ccccc2Oc2ccccc21,i,0.045,60
CCc1cc(CC)n(-c2nc3c(c(=O)n(C)c(=O)n3C)n2Cc2ccc(OC)cc2)n1,i,0.064,71
CCn1nc(C)cc1C(=O)Nc1nc2c(C)ccc(Cl)c2s1,i,0.098,44
N#C/C(=C\N1CCN(c2cccc(C(F)(F)F)c2)CC1)C(=O)NCc1ccco1,i,0.11,81
CCN(CC)CCn1c(C)cn2c3c(=O)n(CCc4ccccc4)c(=O)n(C)c3nc12,+,0.23*,52*
CC(=O)c1cccc(NC(=O)Cc2csc(Nc3ccc(S(C)(=O)=O)cc3)n2)c1,i,0.093,57
Cc1c(C(=O)Nc2nncs2)sc2nc(-c3ccccc3)cn12,i,0.14,56
O=C(COc1ccccc1)NCc1ccsc1,i,0.092,50
COC(=O)c1ccc(OCC(O)CN2CC(C)CC(C)C2)cc1 (configuration not stated),i,0.083,56

# Exported tab-delimited: four of the compounds above.
structure	AMPAR-TARP mod	AMPAR-TARP mod agonism max-min	AMPAR-TARP mod glutamate slope
CCc1cc(CC)n(-c2nc3c(c(=O)n(C)c(=O)n3C)n2Cc2ccc(OC)cc2)n1	i	0.064	71
CCn1nc(C)cc1C(=O)Nc1nc2c(C)ccc(Cl)c2s1	i	0.098	44
N#C/C(=C\N1CCN(c2cccc(C(F)(F)F)c2)CC1)C(=O)NCc1ccco1	i	0.11	81
CCN(CC)CCn1c(C)cn2c3c(=O)n(CCc4ccccc4)c(=O)n(C)c3nc12	+	0.23*	52*

# (list continues)
SMILES,AMPAR-TARP mod,AMPAR-TARP mod agonism max-min,AMPAR-TARP mod glutamate slope
O=C(NC12CC3CC(CC(C3)C1)C2)N1CCC(c2cccs2)CC1,+,0.1*,24*
CCOC(=O)CCn1c(=O)c2c(nc3n(-c4ccc(OCC)cc4)c(C)cn23)n(C)c1=O,i,0.08,44
COc1ccccc1C(=O)NCC1CCN(S(C)(=O)=O)CC1,i,0.084,40
Cc1ccc(C)c(NC(=O)Cn2nc(-c3ccco3)c3sc(N4CCCCC4)nc3c2=O)c1,i,0.088,48
COc1ccc(C2(CNC(=O)c3ccncc3)CCCC2)cc1,i,0.066,29
O=C(Cn1cnc2nc(N3CCOCC3)ncc2c1=O)NCc1ccc(C(F)(F)F)cc1,i,0.088,62
O=C(NCCS(=O)(=O)N1CCN(CCc2ccccc2)CC1)c1c(F)cccc1F,i,0.034,39
CCn1c(=NC(=O)CSC(C)=O)sc2ccccc21,i,0.052,50
CCOC(=O)COc1ccc2c(c1)O/C(=C\c1cccc(OC)c1)C2=O,i,0.088,61
Cc1cccc(C(=O)Oc2c(S(=O)(=O)c3ccccc3)c(C)nn2C(C)(C)C)c1,i,0.091,93
O=C(COc1ccc(Br)cc1Br)NCC1CCCO1 (configuration not stated),i,0.048,50
O=C(Cc1c[nH]c2ccccc12)N1CCC(c2nnc(-c3ccco3)s2)CC1,i,0.1,68
COc1ccccc1-c1c(C)nn2c(C)cc(C)nc12,i,0.11,58
CCOc1ccccc1NC(=O)C(=O)NCC(c1cccc2ccccc12)N1CCOCC1 (configuration not stated),i,0.083,63
CN1CCN(n2c3c(c(SCC(=O)Nc4ccc([N+](=O)[O-])cc4)nc2=O)CCC3)CC1,i,0.13,46
CCSc1nnc(NC(=O)C2CN(c3nc4c(C(F)(F)F)cccc4s3)C2)s1,i,0.078,61
CC(=O)N1CCc2c(sc(NC(=O)c3ccc(C(C)(C)C)cc3)c2-c2nc3ccccc3s2)C1,i,0.065,30
CN(C)c1oc(-c2ccco2)nc1S(=O)(=O)c1ccccc1,i,0.076,46
Cc1ccc2cc(CCNC(=O)c3ccc(S(=O)(=O)N(C)C)cc3)c(=O)[nH]c2c1,i,0.073,55
CCC(CC)C(=O)N1CCN(c2ncnc3c2nnn3-c2cccc(OC)c2)CC1,+,0.047*,21*
O=C(Nc1ncc(S(=O)(=O)c2ccc([N+](=O)[O-])cc2)s1)c1ccno1,i,0.11,50
COCCN1CCC(CNS(=O)(=O)c2cc(OC)ccc2OC)CC1,i,0.088,61
COC(CNC(=O)C(=O)NCC1COC2(CCCCC2)O1)OC (configuration not stated),i,0.096,56
CN1CCN(n2c3c(c(SCC(=O)NC4CCCCC4)nc2=O)CCCC3)CC1,i,0.094,53
O=C(Cn1cnc(-c2cccs2)cc1=O)N1CCN(c2ccc(C(F)(F)F)cn2)CC1,i,0.1,71

# Some values from the results shown:
# AMPAR-TARP mod agonism max-min, `COCCN1CCC(CNS(=O)(=O)c2cc(OC)ccc2OC)CC1` reads 0.088
# AMPAR-TARP mod agonism max-min, `O=C(Cn1cnc(-c2cccs2)cc1=O)N1CCN(c2ccc(C(F)(F)F)cn2)CC1` reads 0.1
# AMPAR-TARP mod agonism max-min, `O=C(Nc1ncc(S(=O)(=O)c2ccc([N+](=O)[O-])cc2)s1)c1ccno1` reads 0.11
# AMPAR-TARP mod glutamate slope, `CN1CCN(n2c3c(c(SCC(=O)NC4CCCCC4)nc2=O)CCCC3)CC1` reads 53
# AMPAR-TARP mod glutamate slope, `COC(CNC(=O)C(=O)NCC1COC2(CCCCC2)O1)OC` (configuration not stated) reads 56

# Assay outcomes deposited in PubChem BioAssay by Vanderbilt High Throughput Screening Facility.
